AddAB inh = growth inhibition of E. coli expressing H. pylori AddAB, primary screen, AddAB inhibitor project, absorbance. inhibition, % at 11.9 µM. 330,000 tested, 0.29% active. AID 435030, 2010; in the data active = inhibition above about 12%;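 also: 0% = vehicle wells of infected cells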
SUMO Mot1 rescue = yeast Mot1-301 growth rescue at high temperature, primary screen, SUMOylation pathway inhibitor project, S. cerevisiae, ATP luminescence, 38.5C; S. cerevisiae Mot1-301 growth rescue; percent above DMSO median, 100 means doubled; growth rescue, % at 18.8 µM; 320,000 tested, 1% active; AID 2716, 2010;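 active = every valid replicate shows activation above 250% relative to neutral control wells; inactive = the rest, any valid replicate at or below 250%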;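 also: OY570 slx delta 5 strain wells were the positive control but not used for scaling; some compounds called inactive have numbers as strong as hits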
phage Ecoli inh = growth loss of phage-infected E. coli, primary screen, RecBCD inhibitor project, absorbance, with phage, HTS; inhibition, % at 11.9 µM; 360,000 tested, 0.26% active; AID 651602, 2012; in the data active = inhibition above about 11%
DAGLB inh = DAGLB lipase inhibitors, primary screen, biochemical, fluorescence, HTS. inhibition, % at 5.17 µM. HEK293T DAGLB membrane lysate, EnzChek fluorogenic substrate. 340,000 tested, 0.059% active; in the data active = inhibition above about 34%;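 also: 0% = enzyme with vehicle and 100% = wells lacking enzyme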
PKA-R1A act = activators of PKA-R1A holoenzyme, primary screen, biochemical, fluorescence polarization, Cy5-IP20, bovine R1A, mouse PKAc. cAMP-dependent protein kinase type I-alpha regulatory subunit (Bos taurus) + …. PKA-R1A dissociation; scaled: DMSO 0%, 113 µM cGMP 100%. activation, % at 11.4 µM. 340,000 tested, 0.083% active. AID 504707, 2011;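 active = percent activation above the mean of all tested compounds plus 3 SD, cut at about 19% in these data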;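 also: higher means more PKAc released from R1A so a rise in polarization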
Tat export inh = E. coli Tat export inhibitors, primary screen, MC4100, TorA-mCherry reporter, fluorescence, single point; inhibition, % at 10 µM; 340,000 tested, 0.036% active; AID 488895, 2010;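 active = mean replicate inhibition at least 50% and at least half of replicates individually reaching 50%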;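 also: exported cargo escapes ClpAP degradation while cytoplasmic cargo is degraded and loses fluorescence; 0% = median of neutral control wells and 100% = median of NaSCN control wells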
E coli growth = E. coli V3065 growth inhibition, primary screen, counter-screen for AddAB inhibitor project, absorbance, OD600; 18 h; inhibition, % at 11.9 µM; 330,000 tested, 0.27% active;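 active = inhibition above the campaign's mean inhibition across all tested compounds plus 3 SD, cut at about 9.9% in these data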;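 also: uninfected addAB+ strain grown without phage in ampicillin broth; 0% = DMSO wells and 100% = ciprofloxacin 0.95 µg/ml wells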
HTR5A inv ctr = HTR5A inverse agonists in luminescence cell assay, primary screen, counter-screen for OPRM1-OPRD1 heterodimer inverse agonist project, full-deck HTS; HTR5A cell line, inverse agonism; inhibition, % at 9.3 µM; 340,000 tested, 0.083% active; in the data active = inhibition mostly above about 23%, no sharp cut-off; inactive = mostly below about 18%;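 also: 0% = cells with DMSO and 100% = no-cell wells with DMSO; some compounds called inactive have numbers as strong as hits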
Target sequence (P47898 whole entry, looked up): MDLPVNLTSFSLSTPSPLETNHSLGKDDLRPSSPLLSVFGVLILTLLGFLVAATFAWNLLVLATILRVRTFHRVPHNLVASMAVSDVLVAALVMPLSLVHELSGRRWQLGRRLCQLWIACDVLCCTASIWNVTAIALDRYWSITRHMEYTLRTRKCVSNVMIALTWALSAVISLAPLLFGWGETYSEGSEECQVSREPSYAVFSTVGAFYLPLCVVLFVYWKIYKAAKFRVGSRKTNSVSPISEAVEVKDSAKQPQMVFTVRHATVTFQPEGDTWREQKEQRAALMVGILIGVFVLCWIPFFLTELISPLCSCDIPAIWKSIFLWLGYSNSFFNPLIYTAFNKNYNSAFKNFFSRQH
PKA-R2B activ = activators of PKA-R2B holoenzyme, primary screen, biochemical, fluorescence polarization, Cy5-IP20, human; PKA-R2B holoenzyme dissociation; R2B truncated from residue 108, S112A mutant; 0% DMSO only, 100% 113 µM cGMP; activation, % at 11.4 µM; 340,000 tested, 0.079% active;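 active = activation above a cutoff set at the mean over all compounds plus 3 SD, cut at about 18% in these data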;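 also: higher means more holoenzyme dissociation and a rise in polarization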
Target sequence (P31323 whole entry, looked up, other chains not shown, the tested form may be a part): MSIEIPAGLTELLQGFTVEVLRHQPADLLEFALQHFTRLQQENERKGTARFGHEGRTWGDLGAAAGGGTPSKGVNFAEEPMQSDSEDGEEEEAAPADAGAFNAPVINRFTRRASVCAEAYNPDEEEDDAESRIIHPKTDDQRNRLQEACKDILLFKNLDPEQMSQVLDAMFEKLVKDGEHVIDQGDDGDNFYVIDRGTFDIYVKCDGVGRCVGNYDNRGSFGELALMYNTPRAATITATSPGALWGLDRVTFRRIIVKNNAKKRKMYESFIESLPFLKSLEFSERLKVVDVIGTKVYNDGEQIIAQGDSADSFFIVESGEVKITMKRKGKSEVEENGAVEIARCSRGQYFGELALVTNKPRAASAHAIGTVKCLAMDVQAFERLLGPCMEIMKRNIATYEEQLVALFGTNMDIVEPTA
CDK5 inh = inhibitors of human CDK5/p35 kinase, primary screen, biochemical, single concentration; Cyclin-dependent kinase 5 (Homo sapiens) + Cyclin-dependent kinase 5 activator 1 (Homo …; Recombinant CDK5/p35, ADP-Glo luminescence, 60 min; inhibition, % at 10 µM; 330,000 tested, 0.01% active; AID 488839, 2010;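 active = highest replicate inhibition of at least 50% and at least 75% of replicates reaching 50%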;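 also: plate controls were DMSO neutral control for no effect and GW8510 at 10 µM for full effect; many of its hits are not listed in these tables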
HTR5A ag = HTR5A agonists in luminescence cell assay, primary screen, counter-screen for OPRM1-OPRD1 heterodimer agonist project, full-deck HTS. 5-hydroxytryptamine receptor 5A (Homo sapiens), P47898. cell-based. activation, % at 9.3 µM. 340,000 tested, 0.61% active. AID 504692, 2011; in the data active = activation mostly above about 9.5%, no sharp cut-off; inactive = mostly below about 7.6%;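 also: 0% = cells with vehicle only and 100% = reference agonist; strong numbers were not always called active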
* = called active by the depositor; & = joins results of further samples.

O=C(COC(=O)CCC1CCCC1)Nc1ccc(F)cc1 was read as AddAB inh 0.4, SUMO Mot1 rescue 10.7, phage Ecoli inh 1.2, DAGLB inh -4.3, PKA-R1A act 4.1, Tat export inh -4.3, E coli growth -1.2, HTR5A inv ctr -7.3, PKA-R2B activ -4.0, CDK5 inh 1.1 and HTR5A ag -4.2.
`CCCN(CC(=O)Nc1ccccc1C)C(=O)COc1c(Cl)cccc1Cl` gave AddAB inh 0.5, SUMO Mot1 rescue 6.6, phage Ecoli inh 2.9, DAGLB inh -8.1, PKA-R1A act 5.8, Tat export inh 3.3, E coli growth 1.1, HTR5A inv ctr 2.1, PKA-R2B activ 12.4, CDK5 inh 0.3 and HTR5A ag -0.9.
Screening CC(CCc1ccccc1)NC(=O)COC(=O)c1cccnc1Cl (stereo not drawn) returned AddAB inh -2.2, SUMO Mot1 rescue -1.6, phage Ecoli inh 1.7, DAGLB inh 0.4, PKA-R1A act 10.6, Tat export inh 7.0, E coli growth -2.0, HTR5A inv ctr -4.7, PKA-R2B activ -0.5, CDK5 inh -0.1 and HTR5A ag 1.2.
`CCCC(CCC)C(=O)O` gave AddAB inh 0.1&-0.9, SUMO Mot1 rescue 35.4&2.8, phage Ecoli inh 4.7&3.9, DAGLB inh 0.3&3.5, PKA-R1A act -14.2&-6.2, Tat export inh -5.7&-4.6, E coli growth 1.0&-0.3, HTR5A inv ctr -3.5&2.2, PKA-R2B activ -8.7&-2.1, CDK5 inh -0.6&-1.7 and HTR5A ag 1.0&-0.6.
Screening Nc1nc(SCc2nc3scc(-c4ccccc4)c3c(=O)[nH]2)n[nH]1 returned AddAB inh 0.9, SUMO Mot1 rescue 5.6, phage Ecoli inh 1.8, DAGLB inh 0.3, PKA-R1A act -7.2, Tat export inh -5.0, E coli growth 0.4, HTR5A inv ctr 20.1, PKA-R2B activ -4.3, CDK5 inh 0.7 and HTR5A ag 2.7.
For Cc1ccc(NC(=O)c2ccc(NCCCN3CCC(C)CC3)c([N+](=O)[O-])c2)c(C)c1 the results were AddAB inh 0.2, SUMO Mot1 rescue 1.7, phage Ecoli inh 4.0, DAGLB inh 3.3, PKA-R1A act 3.1, Tat export inh -0.6, E coli growth -1.8, HTR5A inv ctr -4.2, PKA-R2B activ -10.0, CDK5 inh 2.7 and HTR5A ag 1.1.
CCOC(=O)c1c(-c2ccccc2)oc2ccc(O)c(CN3CCOCC3)c12 was read as AddAB inh -0.3, SUMO Mot1 rescue 16.4, phage Ecoli inh 0.5, DAGLB inh -2.9, PKA-R1A act -14.4, Tat export inh 3.4, E coli growth -2.5, HTR5A inv ctr -21.5, PKA-R2B activ -5.2, CDK5 inh -1.4 and HTR5A ag -0.5.
N#C/C(=N\Nc1c(Cl)cccc1Cl)C(=O)NN was read as AddAB inh 2.5, SUMO Mot1 rescue -16.6, phage Ecoli inh -0.4, DAGLB inh 9.9, PKA-R1A act -8.4, Tat export inh -10.2, E coli growth 3.1, HTR5A inv ctr -6.1, PKA-R2B activ -6.5, CDK5 inh -5.6 and HTR5A ag -0.7.
COc1cc(NC(=O)COc2cc(C)cc3oc(=O)c(C)c(C)c23)cc(OC)c1OC was read as AddAB inh 2.7, SUMO Mot1 rescue 7.9, phage Ecoli inh -0.8, DAGLB inh -0.9, PKA-R1A act -10.1, Tat export inh -6.8, E coli growth 1.4, HTR5A inv ctr -10.3, PKA-R2B activ -12.1, CDK5 inh 0.0 and HTR5A ag 0.6.
O=C(CSc1nnc(CNc2ccc(F)cc2)o1)N1CCCc2ccccc21 was read as AddAB inh 1.3, SUMO Mot1 rescue -1.9, phage Ecoli inh 0.5, DAGLB inh -2.7, PKA-R1A act -5.6, Tat export inh -4.8, E coli growth 0.5, HTR5A inv ctr -14.1, PKA-R2B activ 4.0, CDK5 inh -0.6 and HTR5A ag 1.1.
`Cc1ccc(CNc2nc(N)c([N+](=O)[O-])c(Nc3cccc(F)c3)n2)cc1` gave AddAB inh 4.5, SUMO Mot1 rescue -1.2, phage Ecoli inh 2.6, DAGLB inh -2.0, PKA-R1A act -2.6, Tat export inh -9.4, E coli growth 1.3, HTR5A inv ctr 9.0, PKA-R2B activ 0.0, CDK5 inh -0.8 and HTR5A ag -3.0.
O=C(COC(=O)c1cc(S(=O)(=O)N2CCOCC2)ccc1F)Nc1ccc(Cl)cn1 was read as AddAB inh 0.6, SUMO Mot1 rescue -3.8, phage Ecoli inh -2.6, DAGLB inh -0.8, PKA-R1A act 3.2, Tat export inh 4.1, E coli growth -0.3, HTR5A inv ctr 20.0, PKA-R2B activ 0.5, CDK5 inh 2.0 and HTR5A ag -8.1.
For Cc1cc(=O)n2[nH]c(C)cc2n1 the results were AddAB inh 0.9, SUMO Mot1 rescue -3.0, phage Ecoli inh 4.3, DAGLB inh -2.3, PKA-R1A act 2.1, Tat export inh 0.4, E coli growth -0.7, HTR5A inv ctr 11.0, PKA-R2B activ -4.6, CDK5 inh 0.4 and HTR5A ag -4.3.
`S=C1NC(c2cccs2)=CC(c2ccc(Br)cc2)N1` (stereo not drawn) gave AddAB inh 3.3, SUMO Mot1 rescue -8.0, phage Ecoli inh 4.8, DAGLB inh 2.4, PKA-R1A act -6.8, Tat export inh 1.4, E coli growth 2.4, HTR5A inv ctr -29.9, PKA-R2B activ -13.3, CDK5 inh -0.8 and HTR5A ag 4.1.
O=[n+]1c2c(n([O-])c3c1CCC3)CCCC2 was read as AddAB inh 2.2, SUMO Mot1 rescue 2.1, phage Ecoli inh 1.4, DAGLB inh -3.0, PKA-R1A act 2.4, Tat export inh 9.1, E coli growth -0.1, HTR5A inv ctr 5.2, PKA-R2B activ -11.1, CDK5 inh 0.2 and HTR5A ag -0.3.
CCCc1c(C)nc2ccccc2c1SCCC#N was read as AddAB inh 4.0, SUMO Mot1 rescue 0.8, phage Ecoli inh 4.9, DAGLB inh -1.8, PKA-R1A act 0.0, Tat export inh 4.3, E coli growth 2.7, HTR5A inv ctr 19.6, PKA-R2B activ 7.5, CDK5 inh 0.8 and HTR5A ag -0.6.
`COc1ccc(C2CC(c3cccc(F)c3)=NN2c2ccc(S(N)(=O)=O)cc2)cc1` (stereo not drawn) gave AddAB inh -1.9, phage Ecoli inh 0.5, DAGLB inh 0.9, PKA-R1A act -12.0, Tat export inh 13.8, E coli growth -1.1, HTR5A inv ctr -17.2, PKA-R2B activ -7.5, CDK5 inh 0.7 and HTR5A ag 5.0.
For O=C(/C=C/c1ccco1)N(Cc1ccccc1)C1CCS(=O)(=O)C1 (stereo not drawn) the results were AddAB inh 3.5, SUMO Mot1 rescue -3.5, phage Ecoli inh 2.2, DAGLB inh -3.2, PKA-R1A act 1.3, Tat export inh 7.2, E coli growth 1.0, HTR5A inv ctr -9.0, PKA-R2B activ 1.3, CDK5 inh -3.7 and HTR5A ag 0.8.
`COc1ccc(-c2noc(C3CCCN(C(=O)c4cccc(F)c4)C3)n2)cc1` (stereo not drawn) gave AddAB inh 2.3, SUMO Mot1 rescue -17.9, phage Ecoli inh 1.9, DAGLB inh -5.7, PKA-R1A act -2.9, Tat export inh 3.9, E coli growth -0.5, HTR5A inv ctr -9.8, PKA-R2B activ 4.2, CDK5 inh -0.5 and HTR5A ag 2.7.
`COc1cc(OC)cc(-c2c(-c3cccs3)c3cc(-c4ccn[nH]4)ccc3n2C)c1` gave AddAB inh 1.5, SUMO Mot1 rescue -0.7, phage Ecoli inh 1.5, DAGLB inh -0.7, PKA-R1A act -4.3, Tat export inh 0.6, E coli growth -1.7, HTR5A inv ctr -37.2, PKA-R2B activ 0.7, CDK5 inh 3.8 and HTR5A ag 13.8.
COc1ccc(OC)c(/C=C2\NC(=O)NC2=O)c1 was read as AddAB inh 0.7, SUMO Mot1 rescue -0.1, phage Ecoli inh 4.2, DAGLB inh -1.9, PKA-R1A act -4.0, Tat export inh -4.1, E coli growth -0.1, HTR5A inv ctr -10.8, PKA-R2B activ -2.2, CDK5 inh -0.7 and HTR5A ag 3.0.
For Cc1c(Cl)cccc1NC(=S)NCCC(C)C the results were AddAB inh 0.3, phage Ecoli inh 1.6, DAGLB inh -4.8, PKA-R1A act 2.2, Tat export inh -3.0, E coli growth -1.6, HTR5A inv ctr -21.0, PKA-R2B activ -6.0, CDK5 inh 0.1 and HTR5A ag -4.3.
Screening COCCNC(=O)Cn1c(=O)n(Cc2ccc(C(=O)NCCc3ccc(OC)c(OC)c3)cc2)c(=O)c2ccccc21 returned AddAB inh 2.3, phage Ecoli inh -1.8, DAGLB inh 2.3, PKA-R1A act -14.4, Tat export inh -1.8, E coli growth 0.9, HTR5A inv ctr 1.3, PKA-R2B activ 2.1, CDK5 inh 1.4 and HTR5A ag -0.5.
`O=C(NCCc1ccccc1)C1CCCN1S(=O)(=O)c1ccc(Cl)cc1` (stereo not drawn) gave AddAB inh 0.4, SUMO Mot1 rescue 7.1, phage Ecoli inh 0.5, DAGLB inh -0.2, PKA-R1A act -5.9, Tat export inh -2.8, E coli growth 3.3, HTR5A inv ctr 2.3, PKA-R2B activ 6.2, CDK5 inh 1.2 and HTR5A ag -4.0.
Screening Cc1ccc(C(=O)Nc2ccc(N3CCN(S(C)(=O)=O)CC3)cc2)cc1 returned AddAB inh 0.2, SUMO Mot1 rescue 14.1, phage Ecoli inh 2.5, DAGLB inh 0.5, PKA-R1A act 1.9, Tat export inh 4.2, E coli growth 0.0, HTR5A inv ctr -15.3, PKA-R2B activ -3.6, CDK5 inh 3.3 and HTR5A ag 0.8.
Screening COc1ccc(CN2CCC(C)CC2)cc1OCc1ccccc1 returned SUMO Mot1 rescue -12.3, phage Ecoli inh 2.7, DAGLB inh 0.8, PKA-R1A act 0.5, Tat export inh 5.9, HTR5A inv ctr -4.2, PKA-R2B activ 2.3, CDK5 inh -0.5 and HTR5A ag 1.1.
`COc1ccc(C)cc1NC(=O)c1sc2nc(C)nc(N3CCOCC3)c2c1C` gave AddAB inh 3.9, SUMO Mot1 rescue 278.8, phage Ecoli inh -3.1, DAGLB inh -2.1, PKA-R1A act 10.6, Tat export inh 3.4, E coli growth -2.2, HTR5A inv ctr 3.7, PKA-R2B activ -0.5, CDK5 inh -2.5 and HTR5A ag 2.9.
Screening O=C(NC1CCCC1)c1cccc2c1C(=O)c1ccc(/C=C/c3ccccc3)cc1S2(=O)=O returned AddAB inh 0.5, SUMO Mot1 rescue 16.0, phage Ecoli inh 1.0, DAGLB inh 0.1, PKA-R1A act -8.9, Tat export inh 9.8, E coli growth -0.6, HTR5A inv ctr 6.8, PKA-R2B activ -3.4, CDK5 inh -0.8 and HTR5A ag 5.4.
O=c1ccc2cc(S(=O)(=O)N3CCN(c4ccccc4F)CC3)ccc2o1 was read as AddAB inh 0.5, SUMO Mot1 rescue -25.6, phage Ecoli inh 0.1, DAGLB inh 0.3, PKA-R1A act -8.3, Tat export inh -3.3, E coli growth -1.0, HTR5A inv ctr 5.9, PKA-R2B activ -3.5, CDK5 inh 0.0 and HTR5A ag -2.4.
